Screening results from PubChem BioAssay.
PI4K2A block – PI4K2A (human) kinase inhibition; Q9BTU6; purified PI4K2A, ADP-Glo luminescence, 1 h; stronger effect = lower value; activity change, negative = inhibition, % at 76.9 µM; 420,000 tested, 0.13% active; AID 1346378; in the data active = activity change below about -50%; inconclusive = mostly about -30% to -49%;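 also: -100% = wells without enzyme as full effect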
Target sequence (Q9BTU6 whole entry, looked up): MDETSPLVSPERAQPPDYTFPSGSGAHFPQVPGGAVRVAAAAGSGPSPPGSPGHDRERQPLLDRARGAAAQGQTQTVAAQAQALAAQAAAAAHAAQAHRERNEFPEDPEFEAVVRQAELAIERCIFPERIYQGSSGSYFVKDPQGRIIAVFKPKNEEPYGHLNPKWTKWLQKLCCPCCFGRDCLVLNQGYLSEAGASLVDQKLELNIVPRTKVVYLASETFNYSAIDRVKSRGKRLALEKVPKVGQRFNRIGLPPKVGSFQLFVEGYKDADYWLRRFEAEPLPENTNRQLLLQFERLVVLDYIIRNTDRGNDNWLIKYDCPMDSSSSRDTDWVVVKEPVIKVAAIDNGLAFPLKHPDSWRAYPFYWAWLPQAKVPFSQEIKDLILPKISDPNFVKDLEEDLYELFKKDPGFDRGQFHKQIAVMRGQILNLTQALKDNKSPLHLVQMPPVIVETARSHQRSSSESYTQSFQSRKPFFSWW
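PI4K2A activity was measured by ADP-Glo luminescence: enzyme (4 ug/mL stock) and phosphatidylinositol (1.2 mM stock) in Tris pH 7.5/MgCl2/EGTA/Triton X-100 buffer were reacted with ATP (300 microM stock) for one hour at ambient temperature.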
TrxR1 substrate – is turned over as a substrate by rat TrxR1; 390,000 tested, 0.01% active; Potency, µM (series often up to 114 µM), for inactives: at the highest dose activity change, negative = substrate turnover; purified TrxR1 substrate turnover, NADPH consumption readout; AID 588456; also: potency is read from the fitted curve at half-maximal effect; % is scaled to controls: 0 for no effect and ±100 for the full control effect; nearly all actives have a fitted effect of over 50% in size
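Rat TrxR1, dispensed at 90 nM, was prereduced with 400 uM NADPH (final) for 5 min at ~22 deg C, then incubated with compound 15 min before 400 uM selenite. A first-read NADPH fluorescence drop versus no-compound background flagged substrates.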
HP1b binding inh – blocks HP1-beta chromodomain binding to methylated histone tails. Potency, µM (series often up to 114 µM), inactives show at the highest dose activity change, negative = inhibition, most hits filed as inhibitors. AlphaScreen HP1-beta / biotin-H3K9me3 peptide binding. 390,000 tested, 0.56% active; also: potency is read from the fitted curve at half-maximal effect; nearly all actives have a fitted effect of over 70% in size; inactives centre near 23
Target sequence (P83916 whole entry, looked up): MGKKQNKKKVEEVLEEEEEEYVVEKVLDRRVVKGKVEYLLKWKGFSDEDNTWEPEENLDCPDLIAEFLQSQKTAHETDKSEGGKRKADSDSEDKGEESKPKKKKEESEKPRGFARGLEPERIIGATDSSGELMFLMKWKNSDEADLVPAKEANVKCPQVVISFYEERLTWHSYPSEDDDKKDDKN
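AlphaScreen: HP1-beta (50 nM) preformed 30 min with biotin-H3(1-18)K9me3 peptide (50 nM) in PBS pH 7.4, 0.01% Tween-20. Compound added for 30 min at RT, then streptavidin donor/nickel chelate acceptor beads (10 ug/mL) for 30 min.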
PGK inhibitor – T. brucei PGK inhibition; Potency, µM (top dose mostly 57.5 µM), without a hit: at the highest dose activity change, negative = inhibition, usual class: inhibitors; AID 602233; 380,000 tested, 0.043% active; P07378; PGK/GAPDH coupled, Kinase-Glo luminescence, 60 min; also: potency is read from the fitted curve at half-maximal effect; % is scaled to controls: 0 for no effect and ±100 for the full control effect; nearly all actives have a fitted effect of over 60% in size
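Recombinant glycosomal PGK reaction used 1,3-bisphosphoglycerate generated in-well by GAPDH (100nM final) in 100mM TEA pH 7.6, 5mM MgCl2, 0.01% Tween-20. After 60 minutes at room temperature, ATP was read by Kinase-Glo Plus luminescence end-point.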
Pin1 inh – human Pin1 inhibition; Potency, µM (series often up to 115 µM), inactives show top-dose activity, negative = inhibition, hits mostly inhibitors; 390,000 tested, 0.009% active; Q13526; Pin1 FP peptide displacement, HiFluor488, 10 min; active = well fitted inhibition curve with a large enough effect in the polarisation, with a control signal flat, not every such curve was filed as active; inconclusive = small, poorly fitted or top-dose-only effect, or effect the other way, or a change in a side signal; inactive = no such curve, though single readings can be large or run the other way; the % refers to the polarisation; also: potency is read from the fitted curve at half-maximal effect; % is scaled to controls: 0 for no effect and ±100 for the full control effect
USP1 inh – USP1/UAF1 (human) deubiquitinase inhibition | Potency, µM (doses to about 57.1 µM), for the others: at the top dose activity change, negative = inhibition, actives largely listed as inhibitors | AID 743255 | O94782 | 390,000 tested, 0.23% active | recombinant USP1/UAF1, Ub-Rhodamine cleavage fluorescence; also: potency is read from the fitted curve at half-maximal effect; % is scaled to controls: 0 for no effect and ±100 for the full control effect; nearly all actives have a fitted effect of over 60% in size; inactives centre near -12
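USP1/UAF1 complex (1 nM) preincubated 15 min at room temperature with compound, then Ub-Rho substrate (150 nM final) added. Kinetic fluorescence at 480/540 nm over 6 reads at 60 s intervals; 50 mM HEPES pH 7.8, 0.5 mM EDTA, 0.1 mg/ml BSA, 1 mM TCEP, 0.01% Tween-20.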
GLS inhibitor – blocks human kidney-isoform glutaminase activity; O94925; GLS enzymatic activity, qHTS titration; Potency, µM (series often up to 45.5 µM), without a hit: top-dose activity change, negative = inhibition, hits mostly inhibitors; 410,000 tested, 0.21% active; AID 624170; also: potency is read from the fitted curve at half-maximal effect; % is scaled to controls: 0 for no effect and ±100 for the full control effect
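Two-point fluorescence kinetic (t0, 30 min RT) for hKGA; glutamate detected via glutamate oxidase–HRP–Amplex Red. Substrate: 1 mM L-glutamine solution; buffer 45 mM KH2PO4, pH 8.2.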
TrxR1 inh – blocks rat thioredoxin reductase 1. recombinant rTrxR1, NADPH fluorescence consumption, selenite substrate. Potency, µM (doses to about 114 µM), inactives show top-dose activity change, negative = inhibition, usual class: inhibitors. O89049. AID 588453. 390,000 tested, 1% active; also: potency is read from the fitted curve at half-maximal effect; % is scaled to controls: 0 for no effect and ±100 for the full control effect; nearly all actives have a fitted effect of over 65% in size
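Rat TrxR1 (90 nM in the dispensed reagent) was pre-reduced with 400 uM NADPH for 5 min at room temperature, then incubated with compound for 15 min. After 400 uM selenite was added, NADPH fluorescence (Ex 340/Em 450 nm) was followed for 8 min.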
mIDH1 inhibitor – inhibitors of human mutant IDH1 R132H; O75874; IDH1-R132H enzyme, NADPH consumption, diaphorase/resazurin fluorescence; Potency, µM (top dose mostly 76.6 µM), without a hit: at the highest dose activity change, negative = inhibition, usual class: inhibitors; 390,000 tested, 0.093% active; also: potency is read from the fitted curve at half-maximal effect; % is scaled to controls: 0 for no effect and ±100 for the full control effect; nearly all actives have a fitted effect of over 65% in size
Target sequence (O75874 whole entry R132H, stated change not applied): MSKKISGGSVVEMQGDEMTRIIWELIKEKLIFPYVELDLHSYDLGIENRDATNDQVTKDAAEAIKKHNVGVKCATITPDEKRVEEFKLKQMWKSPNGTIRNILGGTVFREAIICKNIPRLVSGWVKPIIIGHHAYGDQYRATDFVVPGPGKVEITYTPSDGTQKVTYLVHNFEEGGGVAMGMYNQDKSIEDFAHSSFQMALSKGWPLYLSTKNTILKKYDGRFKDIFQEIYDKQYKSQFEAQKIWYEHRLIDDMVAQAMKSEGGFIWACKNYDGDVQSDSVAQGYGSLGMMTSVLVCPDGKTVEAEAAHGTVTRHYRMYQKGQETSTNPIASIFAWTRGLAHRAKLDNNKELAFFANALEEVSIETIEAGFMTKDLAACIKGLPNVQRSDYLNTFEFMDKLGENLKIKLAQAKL
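IDH1-R132H (0.5 ug/mL dispensed) in pH 7.5 Tris buffer was preincubated 30 min with compound, then given a substrate mix of 0.016 mM NADPH and 2 mM alpha-KG for 80 min at room temperature; remaining NADPH was read by diaphorase/resazurin fluorescence.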
* hit, by the source's call; i = inactive; ? = inconclusive; · = not tested or not shown; [ ] = another dose, or the depositor's remark. Unless noted, calls follow the shape of the dose curve; as a rule, active = well fitted curve in the direction sought with a large enough effect; inconclusive = small, poorly fitted or top-dose-only effect, or another doubt; inactive = no such curve, though single readings can be large; an effect the other way counts as inactive or inconclusive. Not all compounds are listed. The share of hits here may be higher or lower than overall.

SMILES | PI4K2A block | TrxR1 substrate | HP1b binding inh | PGK inhibitor | Pin1 inh | USP1 inh | GLS inhibitor | TrxR1 inh | mIDH1 inhibitor
CCN(CCCNC(=O)C1CCN(S(=O)(=O)N2CCC3(CC2)OCCO3)CC1)c1ccccc1 | 1 | 4% | 12% | -3% | 2% | -5% | 105%[activator] | 16% | -3%
CCOC(=O)CN(C(=O)Cn1nnc2ccccc21)C(C(=O)NCCOC)c1ccccc1C (stereo unspecified) | 0 | 6%[57.1 µM] | 16% | -2% | 1% | -10% | 12% | 6% | 5%
O=C(C1CCC1)N1CCC(c2nc3c(nnn3Cc3c(F)cccc3Cl)c(=O)[nH]2)CC1 | -3 | 2% | 33% | -8% | -1% | -8% | 36%[activator] | 11% | -1%
CC1(c2ccccc2)CC(c2ccccc2)=Nc2nonc2N1 (stereo unspecified) | 10 | 2%[57.1 µM] | 31% | -9% | -16% | -20% | -7% | 18%[57.1 µM] | 12%
COCC(=O)N1CCN(c2cccc(C(F)(F)F)c2)CC1 | 1 | 7% | 39% | -1% | -1% | -20% | 3% | 22% | -1%
COc1ccc(Cl)cc1NC(=O)C/C(C)=N/NC(=O)c1ccccc1Cl | 4 | 1% | 52%[activator] | -6% | 0% | -19% | -6% | 10% | 2%
Cc1cccc(C)c1NC(=O)CSc1nc(COc2ccccc2)nc2ccccc12 | -1 | 4%[57.1 µM] | 29% | -5% | 6% | -11% | 0% | 16%[57.1 µM] | -3%
COC(=O)C1=C(C)N(CCCC(=O)O)C(=O)NC1c1ccc(Cl)cc1 (stereo unspecified) | -2 | 10% | 60%[activator] | -5% | -11% | -28% | -4% | 29%[57.1 µM] | 12%
C[C@H]1CN([C@@H](C)CO)C(=O)CCCn2cc(nn2)CO[C@@H]1CN(C)C(=O)Nc1ccnc(N2CCOCC2)c1 | -13 | · | · | 3% | · | 6% | 3% | · | -5%
CCOc1ccccc1NC(=O)N1CCCN(c2ncccc2C#N)CC1 | -1 | 0% | 23% | -5% | 1% | -9% | 2% | 11% | -5%
COc1ccccc1NCc1cccn1-c1nnc(N2CCOCC2)s1 | -2 | -3% | 31% | 6% | 1% | ? | 2% | 8% | 25%
CCCCOc1cccc(C(=O)Nc2ccc3oc(-c4cccnc4)nc3c2)c1 | -2 | 23% | 46%[activator] | i | 4% | -29% | -6% | 34% | -10%

Single entries from the entries so far:
TrxR1 substrate, CCCCOc1cccc(C(=O)Nc2ccc3oc(-c4cccnc4)nc3c2)c1 stands at 23%
mIDH1 inhibitor, C[C@H]1CN([C@@H](C)CO)C(=O)CCCn2cc(nn2)CO[C@@H]1CN(C)C(=O)Nc1ccnc(N2CCOCC2)c1 stands at -5%

Shown field by field: part of the list above.
> C[C@H]1CN([C@@H](C)CO)C(=O)CCCn2cc(nn2)CO[C@@H]1CN(C)C(=O)Nc1ccnc(N2CCOCC2)c1
  PI4K2A block: -13	TrxR1 substrate: ·	HP1b binding inh: ·	PGK inhibitor: 3%	Pin1 inh: ·	USP1 inh: 6%	GLS inhibitor: 3%	TrxR1 inh: ·	mIDH1 inhibitor: -5%

> CCOc1ccccc1NC(=O)N1CCCN(c2ncccc2C#N)CC1
  PI4K2A block: -1	TrxR1 substrate: 0%	HP1b binding inh: 23%	PGK inhibitor: -5%	Pin1 inh: 1%	USP1 inh: -9%	GLS inhibitor: 2%	TrxR1 inh: 11%	mIDH1 inhibitor: -5%

(list continues)
SMILES | PI4K2A block | TrxR1 substrate | HP1b binding inh | PGK inhibitor | Pin1 inh | USP1 inh | GLS inhibitor | TrxR1 inh | mIDH1 inhibitor
CCc1ccc(-c2ccc3nnc(SCC(=O)Nc4cccc(C(C)=O)c4)n3n2)cc1 | 4 | -3%[57.1 µM] | 24% | 7% | 5% | -27% | 4% | 16%[57.1 µM] | -21%
COC(=O)C1=C(N)c2c(F)cccc2C1(C#N)c1ccccc1 (stereo unspecified) | -1 | 17% | 37% | -5% | -6% | -20% | 6% | -9% | 3%
O=C(OCC(=O)N1CCCc2ccccc21)c1cnc(Cl)c(Cl)c1 | 0 | -2% | 81%[activator] | 3% | -8% | -11% | 0% | -6% | -2%
CC(=O)c1cc(CN2C(=O)CCC2=O)cs1 | -2 | -1% | 25% | 3% | 6% | 5% | -3% | -18% | 1%
C=CCN1C(=O)/C(=C/C(=O)OC)S/C1=N\NC(=O)c1ccccc1 | -6 | 2%[57.1 µM] | 21% | 7% | -5% | -10% | 1% | -12%[57.1 µM] | 4%
CNC(=O)CSc1nc(N)c2c3c(sc2n1)CCC3 | 2 | 3% | 20% | i | 5% | -17% | 0% | 19% | 6%
CSc1nc(=NC(C)=O)ss1 | 3 | -18% | ? | -3% | 9% | -9% | -2% | -35% | 0%
O=c1ccn([C@@H]2O[C@H](CNCc3ccc(-n4cccn4)cc3)[C@@H](O)[C@H]2O)c(=O)[nH]1 | -4 | 3% | 53%[activator] | -10% | -4% | -19% | -3% | -6% | 9%
O=C(c1cnn2ccccc12)N1CCN(C2CCCCC2)CC1 | 0 | 9% | 25% | 1% | 1% | 9% | 7% | -12% | -12%
COc1ccc(-c2cn3c(n2)sc2cc(C(=O)NCc4ccccc4OC)ccc23)cc1 | -5 | 3%[11.4 µM] | 9% | -3% | 6% | -6% | -2% | 20% | -12%
O=C(CNC(=O)c1ccccc1Cl)c1ccccc1 | 201 | 6% | 39%[activator] | -8% | -8% | -6% | -5% | 12% | 0%
C/C(=N\NC(=O)c1ccccc1F)c1ccc(C#N)cc1 | -2 | -6% | 28% | -6% | -1% | -9% | 0% | 4% | 14%
O=C(Nc1nccs1)c1ccc(Cl)c([N+](=O)[O-])c1 | 2 | 1% | 14% | -7% | -1% | -23% | 0% | 17%[11.4 µM] | 3%
O=C(CSc1cn(CC(=O)N2CCCC2)c2ccccc12)Nc1ccccc1C(F)(F)F | -4 | -4% | 39% | i | -1% | -18% | 3% | 5% | -20%
CSc1ccc(/C=C(\NC(=O)c2ccco2)C(=O)N2CCCCC2)cc1 | -1 | -14% | 10% | 0% | 3% | 0% | 11% | -13% | 0%
O=C(CS(=O)(=O)c1ccccc1)Nc1cccnc1 | 0 | 9%[57.1 µM] | 12% | -10% | -11% | -10% | 8% | 13%[57.1 µM] | 6%
O=C(/C=C/c1ccc(Cl)cc1Cl)NCc1ccco1 | 1 | 8%[57.1 µM] | 21% | -2% | -3% | -15% | -26% | 36%[57.1 µM] | 10%
COc1cccc(C(=O)N=c2sc3cc(S(C)(=O)=O)ccc3n2C)c1 | 1 | -2%[57.1 µM] | 28% | -4% | 22% | -5% | 3% | -1%[57.1 µM] | -9%
O=C(COC(=O)c1ccc(Br)o1)Nc1nc2ccccc2s1 | 1 | 3% | ? | 4% | 13% | -14% | 23% | 32% | 0%
O=C(Nc1ccc(N2CCCC2)c(Cl)c1)c1ccccc1[N+](=O)[O-] | -7 | -5% | -7% | -6% | -4% | -13% | 24% | 12% | -1%
Cc1ccc(C)c(S(=O)(=O)N2CCN(C(=O)Cn3c(=O)cnc4ccccc43)CC2)c1 | -1 | 5% | 29% | 2% | -3% | -18% | 1% | 20% | 1%
Nc1ccccc1C(=O)Nc1cccc(C(=O)O)c1 | 0 | 16% | 18% | -1% | 6% | -8% | 17% | -6% | -1%
COc1ccc(S(=O)(=O)N(CC(=O)NN=C2CCN(C)CC2)c2cc(Cl)ccc2OC)cc1OC | -13 | 2% | -7% | -2% | -5% | ? | 13% | 10% | 9%
N#CC(=C=[N-])/C=C(\C(=O)c1ccccc1)[n+]1ccccc1 | -1 | -1%[57.1 µM] | 11% | i | -1% | -2% | 0% | 4%[57.1 µM] | 11%

Only PGK inhibitor (3 entries from above):
canonical_smiles	PGK inhibitor
Cc1ccc(C)c(S(=O)(=O)N2CCN(C(=O)Cn3c(=O)cnc4ccccc43)CC2)c1	2%
O=C(Nc1ccc(N2CCCC2)c(Cl)c1)c1ccccc1[N+](=O)[O-]	-6%
Nc1ccccc1C(=O)Nc1cccc(C(=O)O)c1	-1%

(more compounds)
SMILES | PI4K2A block | TrxR1 substrate | HP1b binding inh | PGK inhibitor | Pin1 inh | USP1 inh | GLS inhibitor | TrxR1 inh | mIDH1 inhibitor
O=C(CCC1N=C2c3ccccc3N=C(SCc3ccccc3Cl)N2C1=O)NCCc1ccccc1 (stereo unspecified) | 1 | 13% | 77%[activator] | -10% | -1% | ? | 0% | 34% | 10%
CCN(C(=O)c1cc2cc3ccc(OC)cc3nc2o1)c1cccc(C)c1 | 2 | -18% | 8% | 0% | ? | ? | -5% | -17% | 3%
Cc1ccc(C(=O)/C=C/c2cn(CC(O)CN3CCOCC3)c3ccccc23)cc1 (stereo unspecified) | -4 | -13% | -1% | 7% | ? | -23% | 5% | -20% | 7%
COc1cc2c(cc1OC)CN(C(=O)c1cc(C3CC3)nn1-c1ccccc1)CC2 | 4 | -4% | 6% | 2% | -1% | -22% | 2% | 3% | -6%
O=C(NCc1ccccc1)c1cccnc1Sc1ccccc1 | 6 | -3% | 34% | -1% | 5% | -11% | -10% | -4% | 13%
Cc1nc(NC(=O)CSc2nc3cccnc3n2Cc2ccccc2)sc1C | -1 | -13% | 21% | i | 12% | -13% | 4% | -16% | -7%
